M17LAP inhibition: P. falciparum M17LAP inhibitors, primary screen, biochemical, fluorogenic H-Leu-NHMec substrate, 1536-well (AID 1619); Leucine aminopeptidase (Plasmodium falciparum (isolate 3D7)); recombinant M17LAP, H-Leu-NHMec fluorogenic kinetic assay; higher % means a stronger effect; inhibition, % at 30 µM; hits with a dose series show IC50 in µM; 220,000 compounds, 0.38% hits;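 active = compound inhibiting the enzyme by more than half at any dose during confirmatory dose-response retesting; inconclusive = strong single-dose inhibitors picked by rank but not retested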;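 also: plate controls were full reaction with DMSO carrier for no effect and no enzyme background for full effect; strong numbers were not always called active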
Dynein transport: inhibitors of GR-EGFP nuclear translocation, primary screen, dynein cargo transport inhibitor project, imaging, high-content, 3617.4 mouse cells | test concentration mostly 20 µM; stimulated with dexamethasone, 1 µM; stronger effect = lower value | z-score, hits read low | 220,000 compounds, 0.47% hits | AID 1381, 2008;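 active = plate z-score of nuclear minus cytoplasmic receptor signal below a set negative limit, without overly bright fluorescence or cell loss, cut at about -3.5 in these data, passing the limit was not always enough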;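 also: z-score of nuclear minus cytoplasmic ring GR-EGFP intensity difference per well; some compounds called inactive have numbers as strong as hits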
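Buffer or medium: tetracycline-free induction medium containing charcoal-stripped FBS / Reagent: dexamethasone agonist, 1.0 µM final, for 30 min / Technique: automated 10x imaging of fixed Hoechst-stained cells / Times: induction 48 h, compound 1 h, agonist 30 min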
HEK293 NOD2/NF-kB: NOD2 signaling inhibitors, cell-based, luminescence, uHTS, HEK293 (AID 1566). HEK293 NOD2/NF-kB luciferase reporter, luminescence; higher % means a stronger effect. one-dose inhibition, % at 4 µM; EC50 in µM for titrated hits. 290,000 compounds, 0.63% hits; also: many of its hits are not listed in these tables
GPR55 activation: GPR55 agonists via beta-arrestin recruitment, primary screen, imaging, U2OS cells, beta-arrestin-GFP redistribution (AID 1961); U2OS GPR55 beta-arrestin-GFP redistribution imaging; higher % means a stronger effect; G-protein coupled receptor 55 (Homo sapiens); 290,000 compounds, 0.048% hits; activation, % at 10 µM, or EC50 in µM where a hit was titrated;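 active = activation above 40% with more than 50 cells counted in the well; inconclusive = wells holding fewer than 50 cells, flagged as toxic or sparse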;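 also: U2OS osteosarcoma cells stably expressing GPR55 and beta-arrestin-GFP; plate controls were DMSO negative control for no effect and LPI positive control for full effect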
NOD1 inhibition: NOD1 signaling inhibitors, primary screen, cell-based, luminescence, uHTS (AID 1578); inhibition, % at 4 µM; hits with a dose series show EC50 in µM; NOD1-driven NF-kB luciferase reporter cells, luminescence; higher % means a stronger effect; 290,000 compounds, 1% hits; in the data active = inhibition mostly above about 36%, no sharp cut-off; inactive = mostly below about 34%;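 also: HEK-293T reporter cells stimulated with the NOD1 agonist gamma-tri-DAP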
KOR beta-arrestin-1: KOR antagonists, beta-arrestin recruitment, cell-based, luminescence, uHTS (AID 1778). KOR beta-arrestin recruitment, luminescence, antagonist mode; higher % means a stronger effect. Kappa-type opioid receptor (Homo sapiens). one-dose inhibition, % at 10 µM; IC50 in µM for titrated hits. 290,000 compounds, 0.091% hits; also: strong numbers were not always called active
KOR beta-arrestin-2: KOR agonists, beta-arrestin recruitment, primary screen, cell-based, luminescence, uHTS (AID 1777) | Kappa-type opioid receptor (Homo sapiens) | KOR beta-arrestin recruitment, luminescence; higher % means a stronger effect | one-dose activation, % at 10 µM; EC50 in µM for titrated hits | 280,000 compounds, 0.02% hits; in the data active = activation above about 50%, passing the limit was not always enough; also: a part of the inactive calls stands beside numbers as strong as those of hits
AID2073: inhibitors of Mint1-CaV2.2 protein interaction, biochemical, HTRF (AID 2073); 290,000 compounds, 0.19% hits; Voltage-dependent N-type calcium channel subunit alpha-1B (Homo sapiens); HTRF protein-protein interaction, Mint1-CaV2.2; higher % means a stronger effect; inhibition, % at 20 µM; hits with a dose series show IC50 in µM; in the data active = inhibition mostly above about 51%, no sharp cut-off; inconclusive = no clear call, values can overlap the other calls; inactive = mostly below about 53%; also: some results filed as inactive read as strong as hits
M1AAP inhibition: P. falciparum M1AAP inhibitors, biochemical, fluorogenic H-Leu-NHMec substrate, 1536-well (AID 1445); recombinant M1AAP, H-Leu-NHMec fluorogenic kinetic assay; higher % means a stronger effect; Aminopeptidase N (Plasmodium falciparum (isolate 3D7)); 220,000 compounds, 0.42% hits; inhibition, % at 30 µM, or IC50 in µM where a hit was titrated;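 active = primary inhibition above the hit cutoff, then over 50% inhibition at one or more dose response concentrations, cut at about 23% in these data, passing the limit was not always enough; inconclusive = conflicting primary data, or primary hits not chosen for dose response; inactive = low primary inhibition, or under 50% at every dose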;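 also: plate controls were DMSO full reaction for no effect and no enzyme background for full effect; strong numbers were not always called active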
Dynein transport cytoplasmic EGFP: recorded beside Dynein transport, whose call it bears; z-score; measured here: cytoplasmic GR-EGFP intensity; stronger effect = higher value
Dynein transport nuclear GR-EGFP: second read-out of Dynein transport, no call of its own (marks repeat the call); z-score; measured here: nuclear GR-EGFP intensity;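 lower value marks the stronger effect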
Dynein transport cell count: further read-out of Dynein transport, marked with its call; z-score; measured here: cell count per field
Numbers without * were called inactive; ? = inconclusive; nt = no result given; [ ] = remark or other dose. Rule as the data show it, unless noted: active = inhibition above about 50%; inactive = the rest. A portion of the library; rates above refer to the full screens.

SMILES	M17LAP inhibition	Dynein transport	Dynein transport cytoplasmic EGFP	Dynein transport nuclear GR-EGFP	Dynein transport cell count	HEK293 NOD2/NF-kB	GPR55 activation	NOD1 inhibition	KOR beta-arrestin-1	KOR beta-arrestin-2	AID2073	M1AAP inhibition
O=C(CN1CCN(C(=O)c2ccco2)CC1)Nc1cccc([N+](=O)[O-])c1	7%	-0.31	-0.16	-0.25	-0.56	2%	0.2%	-20%	0%[20 µM]	nt	8%	10%
COc1ccc(OS(=O)(=O)c2c(C)noc2C)cc1	-7%	0.15	-0.22	0.093	-0.086	2%	0.3%	-4%	19%	0.0%	15%	-1%
N#Cc1ccccc1OCC(=O)NC(=O)NCc1ccccc1	-7%	0.045	-0.19	0.093	0.45	-2%	-0.2%	-25%	4%	2.7%	1%	5%
NC(=O)C1(N2CCCCC2)CCN(C(=O)CCCn2c(=O)[nH]c3ccsc3c2=O)CC1	-1%	-0.42	-0.25	-0.19	0.46	0%	-0.2%	-20%	12%	-5.3%	0%	-4%
CC(=NCCc1ccccc1)C1=C(O)CCC1=O	-4%	0.74	-0.29	0.0034	-0.25	-1%	0.3%	-29%	-28%	1.8%	-8%	-2%
COc1ccc(C2c3ccc4ccccc4c3Oc3ncn(CCN(C)C)c(=N)c32)cc1 (stereo not drawn)	nt	nt	nt	nt	nt	9%	0.3%	-10%	-22%	-2.0%	17%	nt
CC(=O)c1cccc(NC(=O)N2CCCC2C(=O)NCc2ccc(F)cc2)c1 (stereo not drawn)	13%	0.26	-0.36	0.18	-0.2	-14%	0.4%	-2%	-12%	-8.1%	-2%	4%
CCOC(=O)CNC(=O)CSc1nnc(-c2ccccc2OC)n1CC	-11%	0.99	-0.32	-0.016	-0.8	-6%	-0.1%	3%	5%	-1.5%	-28%	-7%
CC1=C(C(=O)OCC2CCCO2)C(c2ccsc2)C2=C(CC(C)(C)CC2=O)N1 (stereo not drawn)	-19%	0.56	-0.16	0.4	-0.048	12%	-0.3%	-16%	-10%	-2.5%	13%	2%
COc1ccc(Cc2nc3ccc(C(=O)N(C)Cc4nccs4)cc3o2)cc1OC	nt	nt	nt	nt	nt	45%	0.1%	23%	-32%	7.3%	12%	nt
CCNc1nc(OCCNS(=O)(=O)c2cc(C)ccc2C)nc(N(C)C)n1	11%	0.91	-0.3	0.37	-0.35	9%	-0.3%	-2%	3%	-3.6%	6%	10%
CCn1cc(C(=O)NN)c(=O)c2cc(F)c(NC3CCCCC3)cc21	nt	nt	nt	nt	nt	17%	-0.1%	3%	25%	-1.7%	3%	nt
COC(=O)c1sccc1NC(=S)N1CCC(C)CC1	-3%	0.13	-0.31	0.11	0.16	16%	0.0%	4%	6%	-2.5%	-24%	3%
CC(C)Oc1ccc(N2CC(C(=O)Nc3ccccn3)CC2=O)cc1 (stereo not drawn)	nt	0.74	-0.27	0.74	-0.0029	8%	-0.1%	-35%	20%[20 µM]	-5.4%	-9%	nt
CN(C)c1ccc(N=Cc2nc(-c3ccccc3)oc2O)cc1	1%	-0.45	-0.058	-0.089	-0.15	-44%	-0.2%	-14%	-38%	1.6%	1%	10%
COc1ccc(NC(=O)NC(C)(C(F)(F)F)C(F)(F)F)cc1	-7%	0.77	-0.077	1.5	-0.57	28%	-0.1%	12%	20%	-2.1%	-5%	3%
COc1ccc(-c2[nH]ncc2CN2CCC(N3CCSCC3)CC2)c(F)c1	-4%	0.3	-0.17	0.028	-0.71	8%	-0.1%	-34%	-3%[20 µM]	nt	4%	6%
Cc1ccccc1S(=O)(=O)c1c(C)cc(C)n(C(C)C)c1=O	-5%	-0.59	-0.16	0.54	-0.34	-2%	-0.1%	0%	-29%	4.7%	-3%	0%
Cc1cccc(-c2cc(N)n(-c3ccccc3)n2)c1	3%	2	-0.26	2.1	-2.3	-121%	0.1%	-74%	-38%	2.4%	-6%	15%
OCc1nc2ccccc2n1CCc1ccccc1	nt	nt	nt	nt	nt	-10%	-0.2%	-53%	4%	-2.3%	1%	nt
Cc1c(C(=O)Nc2ccccn2)oc2ccccc12	8%	-0.0072	-0.12	0.8	0.19	-84%	-0.1%	-33%	34%	6.0%	8%	4%
CC1(C)CC(=O)C(C(=S)Nc2ccccc2)=C(NCCN2CCOCC2)C1	11%	-0.82	-0.2	-0.52	1.3	-6%	-0.1%	-20%	0%	2.1%	3%	3%
Cn1c(CC(=O)Nc2ccc(Cl)cc2)nnc1SCC(=O)N1CCOCC1	nt	nt	nt	nt	nt	-3%	-0.2%	-22%	2%	-0.2%	5%	nt
Cc1cc(N2C(=O)C(O)=C(C(=O)c3cccs3)C2c2cccc(Br)c2)no1 (stereo not drawn)	18%	-0.23	-0.28	-0.18	0.58	36%	0.9%	8%	0%	6.9%	12%	12%
Cc1ccc(NCc2ccc(C)s2)cc1	nt	nt	nt	nt	nt	4%	-0.3%	39%	-14%[20 µM]	-0.3%	9%	nt
COC(=O)c1[nH]c2cccc(OC)c2c1NC(=O)CCN1CCC(C)CC1	-2%	-0.88	-0.11	-0.63	2.3	3%	-0.2%	-26%	7%	10%	13%	2%
CCC(=O)Nc1ccc2c(c1)ncn2CCc1ccccc1	nt	nt	nt	nt	nt	-9%	-0.1%	-9%	-35%	0.2%	11%	nt
N#Cc1ccccc1NC(=O)CNc1ccccc1N1CCCCC1	-4%	-0.33	-0.17	0.2	0.31	6%	0.1%	-5%	4%	-5.0%	?	3%
CCSc1nnc2c(n1)[nH]c1c(C)cccc12	3%	0.58	-0.31	0.13	-0.45	-16%	-0.2%	-19%	14%	-6.3%	-4%	7%
C=CCOc1ccc(CNC(C)(C)C)cc1OC	1%	0.88	-0.24	0.71	0.24	5%	0.0%	-2%	5%	-4.7%	-16%	10%
COCCN(C(=O)CSc1nnc(C)n1-c1ccccc1)c1c(N)n(Cc2ccccc2)c(=O)[nH]c1=O	-9%	0.73	-0.23	0.15	-1	14%	-0.1%	58%	-30%	5.5%	-6%	2%
O=c1c2cc(NC(=S)NCCN3CCCCCC3)ccc2nc2n1CCCCC2	-5%	-0.75	-0.31	-4.3e-05	0.54	7%	-0.2%	-6%	-9%	-0.7%	-23%	3%
CC1(NC(=S)Nc2ccc3ccccc3c2)CCS(=O)(=O)C1 (stereo not drawn)	-2%	-0.67	-0.28	0.29	0.1	9%	0.2%	4%	8%	1.6%	-27%	3%
CCOc1ccc(NC(=O)c2ccc(F)c(S(=O)(=O)N3CCN(c4ccccn4)CC3)c2)cc1	-3%	2.1	-0.29	1.5	-1.6	17%	-0.2%	25%	-8%	4.4%	25%	0%
O=c1[nH]cc(COCC(F)CCl)c(=O)[nH]1 (stereo not drawn)	-4%	1.9	-0.085	2.3	-2.6	-6%	0.0%	-2%	-30%	nt	9%	13%
Cc1ccnc(NC(=O)c2cc(-n3cnnc3)ccc2Cl)c1	13%	-0.57	-0.24	-0.39	0.24	16%	-0.5%	-27%	2%	-7.4%	4%	9%
O=C(COC(=O)/C=C/c1ccccc1[N+](=O)[O-])NCC(F)(F)F	0%	0.87	1	0.83	-0.75	16%	0.2%	-27%	-9%	0.3%	1%	-4%
CCOC(=O)c1cnc2cc(-c3ccc(C(C)(C)C)cc3)nn2c1N	4%	-0.087	-0.16	-0.28	0.14	-32%	0.6%	nt	-14%	4.8%	2%	3%
COc1ccc(OCC(=O)NNC(=S)NC(=O)c2ccc([N+](=O)[O-])cc2)cc1	nt	nt	nt	nt	nt	16%	-0.2%	-20%	0%	-0.9%	-6%	nt
CCOC(=O)C1CCCN(c2c(N3CCN(c4cccc(Cl)c4)CC3)c(=O)c2=O)C1 (stereo not drawn)	-6%	0.011	-0.19	0.35	-0.27	24%	-0.1%	0%	6%	0.8%	-12%	5%
CCOC(=O)c1c(C)[nH]c(C2=NNC(=NC3CC3)SC2)c1C	7%	0.67	-0.32	0.58	-0.6	17%	-0.4%	19%	-4%	-2.3%	19%	4%
O=C(CSc1nnc(-c2ccc(O)cc2)o1)Nc1ccccc1Br	nt	nt	nt	nt	nt	-68%	-0.1%	-8%	37%	-3.5%	-10%	nt
Cc1nnc(SCC(=O)Nc2ccccc2F)n1-c1ccc(F)cc1	nt	nt	nt	nt	nt	11%	-0.1%	-4%	12%	-6.0%	6%	nt
CCCNS(=O)(=O)c1ccc(CCC(=O)N2CCN(CC)CC2)cc1	4%	0.15	-0.29	0.19	2.1	16%	-0.1%	-10%	10%	-2.1%	-3%	-1%
O=C(CNC(=O)c1cc2c(s1)CCC2)Nc1ccccc1Br	-3%	1.1	-0.13	1.1	0.63	8%	0.0%	-42%	-50%	1.2%	7%	8%
O=C(O)c1cccc(S(=O)(=O)Nc2ccc([N+](=O)[O-])cc2O)c1	45%	0.65	-0.25	0.49	0.021	0%	-0.2%	-6%	-1%	0.1%	10%	66µM*
O=C(CSc1nnnn1C1CCCC1)Nc1ccc2c(c1)OCCO2	15%	1.4	-0.48	0.58	-0.35	-22%	0.3%	-46%	32%	1.3%	-6%	-4%
O/N=C1\CC(O)Cc2nonc21 (stereo not drawn)	1%	-0.12	-0.22	0.25	0.045	3%	-0.2%	-29%	-10%	1.7%	-10%	-3%
Cc1ncc([N+](=O)[O-])n1CCOC(=O)NC(NCc1cccnc1)C(Cl)(Cl)Cl (stereo not drawn)	2%	0.38	-0.2	0.32	0.41	7%	0.1%	-14%	4%	-0.6%	2%	2%

Look-ups from the results shown:
M17LAP inhibition, O/N=C1\CC(O)Cc2nonc21 (stereo not drawn) reads 1%
KOR beta-arrestin-2, CCCNS(=O)(=O)c1ccc(CCC(=O)N2CCN(CC)CC2)cc1 reads -2.1%

Screening results: PubChem BioAssay, several laboratories
